From PubChem
S aureus QS inh = S. aureus quorum sensing inhibitors, primary screen, RNAIII-GFP reporter, flow cytometry. 0.3% of 24,000 active. S. aureus RN6390 RNAIII-GFP reporter, AIP-induced, flow cytometry 3 h. AID 527, 2006. inhibition, % at 2 µM;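 active = share of bacteria positive for the green fluorescent reporter and its mean brightness both inhibited by 50% or more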;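 note: 0% = AIP-stimulated control and 100% = unstimulated bacteria without AIP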
S aureus QS inh GFP MFI % = second read-out of S aureus QS inh, no call of its own (marks repeat the call); inhibition, %; measured here: inhibition of GFP MFI
Numbers without * were called inactive. A portion of the library (hit frequency here may not be typical).

no.	S aureus QS inh	S aureus QS inh GFP MFI %	canonical_smiles
1	-6	-6	CCC(=O)Nc1ccc(F)c(Cl)c1
2	0	0	Cc1nc2oc3c(NCc4ccccn4)ncnc3c2c2c1COC(C)(C)C2
3	0	0	Cc1cc(=O)oc(C)c1C(=O)NCCC(C)C
4	-4	-16	CCOc1cc2[nH]c(=O)n(CC3CCC(C(=O)NC4CCCCC4)CC3)c(=O)c2cc1OCC (stereo not drawn)
5	6	11	CCCCNC(=O)c1ccc2c(c1)N(CC)C(=O)CS2
6	-1	1	COCCCN1Cc2cccc(C(=O)O)c2C1=O
7	4	30	CCS(=O)(=O)N1CCC(C(=O)NCCCOC)CC1
8	0	0	COc1ccc(CCNc2nc(N3CCOCC3)nc(N3CCOCC3)n2)cc1OC
9	28	41	CCOC(=O)c1ccccc1NC(=O)CSc1nnc(Cc2cccn2C)n1-c1ccc(C)cc1
10	0	3	N#CCCN1CCN(S(=O)(=O)c2ccc(S(=O)(=O)N3CCOCC3)cc2)CC1
11	-1	-1	CCN1CCN(Cc2ccc(NC(=O)Nc3ccc(SC)cc3)cc2)CC1
12	-2	-3	COC(=O)c1ccc(CSc2nc3c(c(=O)n2-c2ccc(F)cc2)SCC3)o1
13	-12	-22	O=c1cc(N2CCc3ccccc32)[nH]c(=O)n1Cc1ccc(F)cc1
14	0	-4	Cc1ccc(C(C)C)c(OCCCN2CC(C)OC(C)C2)c1 (stereo not drawn)
15	13	24	C=CCc1cccc(C2Nc3ccccc3C(=O)N2O)c1O (stereo not drawn)
16	2	1	O=C1CN(C(=O)COC(=O)c2ccccc2NC(=O)c2ccco2)c2ccccc2N1
17	-2	-9	O=C(NCC1CCCO1)C1CCCN(S(=O)(=O)c2cccc3nsnc23)C1 (stereo not drawn)
18	1	14	CC(C)(C)c1cc(CCC(=O)N2CCNCC2)c(C(C)(C)C)cc1O
19	-1	-5	COC(=O)c1ccc(CSc2ccc3nnc(-c4ccc(OC)c(OC)c4)n3n2)o1
20	1	6	COc1cc(/C=c2\sc3nc(-c4ccncc4)nn3c2=O)ccc1OC(C)=O
21	-5	-22	Cc1c(NC(=O)c2cc(-c3cccs3)on2)c(=O)n(-c2ccccc2)n1C
22	-1	-6	CCCC(=O)c1cc2ccccc2oc1=O
23	-2	-13	CC1CCCCN1Cc1ccc(-c2nn[nH]n2)cc1 (stereo not drawn)
24	-1	-1	COc1ccc(C2c3c(oc4ccccc4c3=O)C(=O)N2c2ccccn2)cc1OC (stereo not drawn)
25	0	-4	Cn1c(C(=O)N2CCCC(C(=O)NCc3ccc4c(c3)OCO4)C2)cc2sccc21 (stereo not drawn)
26	2	9	FC(F)(F)c1cc(-c2ccco2)nc(-n2nnc3ccccc32)n1
27	-1	0	Cc1ccc(Nc2cc(C)nc3nnnn23)cc1
28	8	19	O=C(c1ccc2c(c1)OCO2)N(CC1CCCO1)C1(C(=O)NC2CCCC2)CCCCC1 (stereo not drawn)
29	-2	-6	COC(=O)c1ccc(NC(=O)CCNS(=O)(=O)c2cccc3nonc23)cc1
30	0	2	COc1ccccc1N1CCN(C(=O)C2CCCO2)CC1 (stereo not drawn)

From compound 26 to 30, copied from above:
no.	S aureus QS inh	S aureus QS inh GFP MFI %	canonical_smiles
26	2	9	FC(F)(F)c1cc(-c2ccco2)nc(-n2nnc3ccccc32)n1
27	-1	0	Cc1ccc(Nc2cc(C)nc3nnnn23)cc1
28	8	19	O=C(c1ccc2c(c1)OCO2)N(CC1CCCO1)C1(C(=O)NC2CCCC2)CCCCC1 (stereo not drawn)
29	-2	-6	COC(=O)c1ccc(NC(=O)CCNS(=O)(=O)c2cccc3nonc23)cc1
30	0	2	COc1ccccc1N1CCN(C(=O)C2CCCO2)CC1 (stereo not drawn)

Next part.
no.	S aureus QS inh	S aureus QS inh GFP MFI %	canonical_smiles
31	0	-9	O=C(CCCNS(=O)(=O)c1ccccc1)NCc1ccco1
32	-1	-3	O=C1NCC(O)=C1C=NCCCO
33	20	24	CCCCCn1c(=O)[nH]c2cc(C(=O)NCCCN(CC)CC)ccc2c1=O
34	-6	-20	CCOC(=O)N1CCN(C(=O)CSc2nnc(-c3ccc(C)c(C)c3)o2)CC1
35	-2	10	Cc1ccc(NC(=O)C2CCCNC2=O)nc1 (stereo not drawn)
36	-1	-10	O=C(COc1ccccc1Cl)NCc1ccco1
37	1	-2	Cc1ccc(-c2nc3ncccn3c2Nc2ccc3c(c2)OCO3)o1
38	-1	-28	COc1ccc(CC(CC(=O)O)C(=O)Nc2ccc(OC)cc2)cc1 (stereo not drawn)
39	-2	-53	Clc1ccccc1C1SCC2Nc3ccccc3CN21 (stereo not drawn)
40	7	8	CCOC(=O)c1cc2sccc2n1CC(=O)Nc1ccc(OC)cc1OC
41	0	-1	N#Cc1c(N)oc(-c2cccs2)c1-c1cccs1
42	19	37	COc1cccc(C2CC(c3ccc(Cl)cc3)n3nc(N)nc3N2)c1 (stereo not drawn)
43	-1	3	O=C(C1CCCN1S(=O)(=O)c1cccc2cccnc12)N1CCN(c2ccccc2)CC1 (stereo not drawn)
44	-3	2	Cc1ccc(NC(=O)C2CCN(S(=O)(=O)c3cccc4cccnc34)CC2)nc1
45	-1	-14	CC1CCN(CCc2nc3cc(NS(=O)(=O)c4ccc(F)cc4)ccc3n2C)CC1
46	0	9	CCCn1c(SCC(=O)NC(C)(C)C)nnc1C(C)C
47	2	12	CC(Oc1ccccc1)C(=O)Nc1ccc(S(=O)(=O)NCC2CCCO2)cc1 (stereo not drawn)
48	-1	-14	C/C(N)=C(/C#N)C(=O)CSc1nnc(Nc2c(C)cccc2C)s1
49	0	1	Cc1nc2c(ccc3nc(NC(=O)c4ccc(S(=O)(=O)N(C)C)cc4)sc32)s1
50	-1	2	COc1ccc(NC(=O)C2C(=O)NC3(C)CC2c2ccccc2O3)cc1 (stereo not drawn)
51	-1	0	CCOC(=O)c1ccc(NC(=O)CSc2n[nH]c(-c3ccncc3)n2)cc1
52	-3	-3	CCCS(=O)(=O)n1nc(-c2ccc(OC)cc2OC)cc1N
53	0	20	COc1cc(C2C(=O)N(C3CCCC3)CC(=O)N2Cc2ccco2)ccc1OC(C)C (stereo not drawn)
54	-1	-8	CCCCCC1NC(=O)NC1CCCCCC(=O)O (stereo not drawn)
55	-2	-20	O=C(CCN1C(=O)C2C3C=CC(C3)C2C1=O)N1CCN(c2ccccc2F)CC1 (stereo not drawn)
56	3	7	CCOc1cccc2cc(C(=O)N3CCN(C/C=C/c4ccccc4)CC3)c(=O)oc12
57	0	-11	COc1cccc(-n2c(Cc3cc(=O)[nH]c(=O)[nH]3)nnc2SCC(=O)N2CCC(C)CC2)c1
58	0	38	O=C(Cn1nnc(-c2ccccc2)n1)Nc1ccccc1N1CCOCC1
59	-1	-12	Cc1cccc(N(C)C(=O)COc2cc(=O)n(C)c3ccccc23)c1
60	2	14	CCOC(=O)C1CCN(C(=O)c2cc3cc4cc(OC)ccc4nc3o2)CC1
61	-1	-4	COc1cccc(CNC(=O)CCS(=O)(=O)c2cccc3nsnc23)c1
62	-1	-2	COc1ccc(-c2cc3ccc(OCc4nn[nH]n4)cc3oc2=O)cc1
63	-1	0	O=C(C1CCN(c2ccc(N3CCOCC3)nn2)CC1)N1CCN(c2ccc(F)cc2)CC1
64	0	-2	Nc1nc(-n2cnnc2)nn1-c1ccccc1
65	-1	-4	CCOC(=O)C1=C(C)N=C2SC(C)C(=O)N2C1c1cccc(F)c1 (stereo not drawn)
66	-6	-23	COC(=O)C(CCSC)NC(=O)Cn1ncc2c(=O)oc3ccc(C)cc3c21 (stereo not drawn)
67	3	-4	Cc1cc(C)cc(N(CC(=O)Nc2cccc(C)n2)S(=O)(=O)c2c(C)noc2C)c1
68	0	-9	CCCN(CCC)CCCNC(=O)c1cn(CCOC)c(=O)c2c1c1ccccc1n2C
69	-1	-9	CCCCCNC(=O)CCCCn1c(=O)[nH]c2cc(OCC)c(OCC)cc2c1=O
70	-1	2	Cc1ccc(-c2csc3ncn(-n4c(C)ccc4C)c(=O)c23)o1
71	1	17	Cc1nc2ncnn2c(C)c1CCC(=O)N1CCN(C(=O)c2ccco2)CC1
72	0	8	Cc1cccc(NCN2C(=O)c3ccncc3C2=O)n1
73	1	31	CCn1c(SCC(=O)Nc2ccccc2N2CCCCC2)nc2c1c(=O)n(C)c(=O)n2C
74	0	-17	c1ccc2c(c1)CCN(CCCNc1nc3ccccc3n3cnnc13)C2
75	-3	0	COC(=O)c1c(NC(=O)CCc2ccc(C)o2)sc(C)c1C
76	0	17	CCOC(=O)CC1=C(C#N)C(c2cccnc2)C(C(=O)OCC)=C(N)O1 (stereo not drawn)
77	-5	-11	COc1cc(NC(=O)c2cc3c(C)nc4ccccc4c3o2)cc(OC)c1OC
78	0	-11	CCOc1ccc(N2C(=O)c3cccnc3C2Nc2ccc(F)cc2)cc1 (stereo not drawn)
79	-5	-6	CCOC(=O)N1CCC(NC(=O)Cn2ncc3c4ccccc4n(C)c3c2=O)CC1
80	1	0	Cc1n[nH]c(C)c1S(=O)(=O)N1CCCCCC1
81	4	38	COC(=O)Cc1[nH]nc2c1C(C1C=CCCC1)C(C#N)=C(N)O2 (stereo not drawn)
82	-2	14	CCOC(=O)N1CCN(C(=O)c2cc3cc(Br)ccc3oc2=O)CC1
83	0	32	COc1ccc(OC)c(C2=NOC(C(=O)NCc3ccccn3)C2)c1 (stereo not drawn)
84	-3	-6	Cc1ccc2c(c1)NC(=O)C(N1CCOCC1)(C(F)(F)F)O2 (stereo not drawn)
85	4	15	O=C(O)C1CC(=O)N(c2ccc(OCc3ccccc3Cl)cc2)C1 (stereo not drawn)
86	6	25	COc1ccc(NC(=O)CN2CCN(CC(=O)Nc3ccc(OC)c(OC)c3)CC2)cc1
87	-11	-6	CCN1CCN(C(=O)CS(=O)(=O)Cc2nc(-c3ccc(C)cc3)oc2C)CC1
88	0	-14	Cc1ccc(NC(=O)CSc2nnc(NC(=O)CN3CCOCC3)s2)cc1
89	-2	-4	COc1ccccc1N1CCN(C(=O)c2cc(-c3cccc(Cl)c3)on2)CC1
90	-2	-1	O=C(CN1C(=O)NC2(CCCCC2)C1=O)Nc1ccc(S(=O)(=O)N2CCOCC2)cc1

The listing continues:
no.	S aureus QS inh	S aureus QS inh GFP MFI %	canonical_smiles
91	-2	-24	COCCCN(Cc1ccccn1)S(=O)(=O)Cc1ccccc1
92	3	8	Cc1cccn2cc(-c3ccccc3)nc12
93	-3	-8	Cc1n[nH]c(C)c1S(=O)(=O)N1CCCC(C(=O)Nc2nccs2)C1 (stereo not drawn)
94	0	4	CC(=O)Nc1cccc(NC(=O)C2CCCN2C(=O)Nc2ccc(C)cc2)c1 (stereo not drawn)
95	0	14	CN(C)C(=O)N1CCCC(C(=O)NCc2ccccc2Cl)C1 (stereo not drawn)
96	0	-34	NC(=O)C1CCN(CC(=O)N2c3ccccc3CCc3ccccc32)CC1
97	0	2	Cc1nc2ccccc2c2oc(C(=O)NCc3ccccn3)cc12
98	-1	4	Cc1c(NC(=O)c2ccc(Br)o2)c(=O)n(-c2ccccc2)n1C
99	-12	-34	Cc1ccccc1C1CC(c2ccccc2OC(F)F)Nc2ncnn21 (stereo not drawn)
100	8	26	O=C(Nc1ccccc1C(=O)N1CCCC1)c1cccc(S(=O)(=O)N2CCCCCC2)c1
101	-12	-26	O=C(CCCn1c(=S)[nH]c2cc3c(cc2c1=O)OCO3)N1CCN(c2ccccn2)CC1
102	8	30	COc1ccccc1NC(=O)NC1(C(=O)N2CCC(O)CC2)CCCCC1
103	-4	-18	O=C(NCCCN1CCC(Cc2ccccc2)CC1)C1CC(=O)N(C2CCCC2)C1 (stereo not drawn)
104	0	-15	O=C(COC(=O)C12CC3CC(CC(O)(C3)C1)C2)N1CCN(S(=O)(=O)c2ccc(Cl)cc2)CC1
105	-3	3	COc1ccc(NC(=O)c2oc3ccccc3c2NC(=O)c2ccco2)cc1
106	-2	-4	O=c1oc2ccccc2cc1C1=Nn2c(nnc2-c2cccnc2)SC1
107	4	9	CN(C#N)c1nc(N2CCOCC2)nc(N2CCOCC2)n1
108	0	14	O=C(CCCOc1ccccc1)N1CCN(c2ccccn2)CC1
109	-1	-36	CS(=O)(=O)Nc1ccc(C(=O)NCc2ccco2)cc1
110	1	12	O=C(CCSCCc1ccccn1)Nc1nccs1
111	1	8	COc1ccc(-c2c3c(=O)n(C)c(=O)n(C)c3cn2-c2cccc(OC)c2)cc1
112	6	21	COC(=O)c1cccc(Nc2cc(C)nc(-c3ccccc3O)n2)c1
113	-1	6	COc1ccc(Oc2ccccc2/C=N/O)cc1
114	-2	1	CCCn1c(CNC(=O)Cc2ccccc2)nc2ccccc21

Full records as entered above. Order of values: S aureus QS inh | S aureus QS inh GFP MFI %
Listed for CN(C#N)c1nc(N2CCOCC2)nc(N2CCOCC2)n1 : 4 | 9
Listed for CN(C)C(=O)N1CCCC(C(=O)NCc2ccccc2Cl)C1 (stereo not drawn) : 0 | 14

Taken from above.
`O=C(CCCOc1ccccc1)N1CCN(c2ccccn2)CC1` @ S aureus QS inh = 0
`CC(=O)Nc1cccc(NC(=O)C2CCCN2C(=O)Nc2ccc(C)cc2)c1` (stereo not drawn) @ S aureus QS inh GFP MFI % = 4
`COc1ccc(-c2c3c(=O)n(C)c(=O)n(C)c3cn2-c2cccc(OC)c2)cc1` @ S aureus QS inh = 1
`CCCn1c(CNC(=O)Cc2ccccc2)nc2ccccc21` @ S aureus QS inh = -2
`O=C(Nc1ccccc1C(=O)N1CCCC1)c1cccc(S(=O)(=O)N2CCCCCC2)c1` @ S aureus QS inh = 8
`COCCCN(Cc1ccccn1)S(=O)(=O)Cc1ccccc1` @ S aureus QS inh GFP MFI % = -24
`NC(=O)C1CCN(CC(=O)N2c3ccccc3CCc3ccccc32)CC1` @ S aureus QS inh = 0

Entries by screen from the entries so far.
S aureus QS inh, nos. 90–100: -2, -2, 3, -3, 0, 0, 0, 0, -1, -12, 8
